# Compound activity (PubChem)
# bIAP inhibitor: bovine intestinal alkaline phosphatase inhibitors, primary screen, selectivity assay for TNAP inhibitor project, biochemical, bovine IAP, CDP-star luminescence. purified bovine IAP, 30 min. inhibition, % at 20 µM. alkaline phosphatase, intestinal [Bos taurus]. 190,000 tested, under 10 active;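 active = over 50% inhibition of intestinal alkaline phosphatase at 20 µM in the single-dose screen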
#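 Incubation: 30 min reaction at room temperature / Material: purified bovine intestinal alkaline phosphatase (IAP) enzyme / Input: enzyme at 1/65,000,000 dilution / Dosing: 20 µM single dose / Signal: CDP-star luminescence signal / Reagent: CDP-star chemiluminescent phosphatase substrate, 30 µM final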
# PPARg SRC1 recr: PPARgamma agonists recruiting SRC-1 coactivator, primary screen, biochemical. Peroxisome proliferator-activated receptor gamma (Homo sapiens), P37231. PPARgamma-SRC-1 coactivator recruitment biochemical assay. activation, % at 8 µM. 0.41% of 200,000 active; in the data active = activation above about 19%;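 note: 0% = DMSO and 100% = reference agonist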
# Target sequence (P37231 whole entry, looked up): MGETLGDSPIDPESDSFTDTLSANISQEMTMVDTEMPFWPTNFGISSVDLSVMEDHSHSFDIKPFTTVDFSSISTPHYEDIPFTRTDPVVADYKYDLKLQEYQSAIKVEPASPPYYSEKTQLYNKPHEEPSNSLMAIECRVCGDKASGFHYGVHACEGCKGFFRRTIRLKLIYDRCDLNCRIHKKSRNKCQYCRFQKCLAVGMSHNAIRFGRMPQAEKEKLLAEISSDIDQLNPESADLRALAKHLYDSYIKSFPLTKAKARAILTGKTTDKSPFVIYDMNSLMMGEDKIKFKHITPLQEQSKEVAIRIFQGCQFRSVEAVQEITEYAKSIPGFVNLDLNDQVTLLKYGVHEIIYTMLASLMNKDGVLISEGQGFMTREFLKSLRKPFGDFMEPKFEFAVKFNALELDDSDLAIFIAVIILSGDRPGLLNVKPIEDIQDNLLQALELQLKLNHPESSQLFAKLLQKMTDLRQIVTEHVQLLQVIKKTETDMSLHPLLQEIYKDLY
# Efa HMGR inh: inhibitors of E. faecalis class II HMGR, primary screen, biochemical, Enterococcus faecalis; purified E. faecalis HMGR, NADPH absorbance 340 nm kinetic; inhibition, % at 10 µM; 0.41% of 190,000 active; AID 1066, 2008;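 active = inhibition above a set limit, the median over all tested compounds plus 3 SD, cut at about 9.5% in these data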;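 note: enzyme runs in reverse so mevalonate oxidation gives rising NADPH absorbance; 0% = complete reaction with DMSO and 100% = background rate lacking mevalonate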
# TNAP act hiacc: TNAP activators at high phosphate acceptor level, primary screen, biochemical, luminescence, uHTS; Alkaline phosphatase, tissue-nonspecific isozyme (Homo sapiens), P05186; purified TNAP, CDP-star luminescence, 1 M DEA, 30 min; hits give high values; 0 = EDTA background, 1 = DMSO-only activity; activation factor at 20 µM; 200,000 tested, under 10 active; AID 1136, 2008;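 active = activation factor at least 2 at 20 µM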
# Target sequence (P05186 whole entry, looked up): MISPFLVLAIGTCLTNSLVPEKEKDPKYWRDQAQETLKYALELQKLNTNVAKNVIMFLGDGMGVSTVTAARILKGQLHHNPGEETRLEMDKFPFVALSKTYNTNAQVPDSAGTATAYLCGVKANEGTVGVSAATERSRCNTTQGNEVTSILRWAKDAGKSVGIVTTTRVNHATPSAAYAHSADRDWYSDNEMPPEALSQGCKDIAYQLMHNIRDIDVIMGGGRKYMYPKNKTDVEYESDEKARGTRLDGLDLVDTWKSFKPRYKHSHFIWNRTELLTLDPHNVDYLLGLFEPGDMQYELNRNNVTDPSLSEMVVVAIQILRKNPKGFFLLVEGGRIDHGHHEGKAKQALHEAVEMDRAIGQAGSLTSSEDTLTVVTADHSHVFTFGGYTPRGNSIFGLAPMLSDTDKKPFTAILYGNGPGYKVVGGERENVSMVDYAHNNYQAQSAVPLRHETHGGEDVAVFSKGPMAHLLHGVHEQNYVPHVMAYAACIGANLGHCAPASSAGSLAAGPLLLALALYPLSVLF
#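 system = human TNAP | amount = enzyme diluted 1/800 final | reagent = 100 µM CDP-star substrate | signal = luminescent substrate turnover signal | dosing = one dose, 20 µM | benchmarks = EDTA negative control, DMSO positive control | measure = activation factor | timing = 30 min reaction, room temperature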
# TNAP inh hi DEA: human TNAP enzyme inhibitors, primary screen, biochemical, luminescent, high phosphate acceptor level, uHTS | Alkaline phosphatase, tissue-nonspecific isozyme (Homo sapiens), P05186 | purified TNAP, CDP-star luminescence, 1 M DEA | inhibition, % at 20 µM | 0.03% of 200,000 active;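 active = over 50% inhibition of tissue-nonspecific alkaline phosphatase at 20 µM in the single-dose screen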;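 note: plate controls were DMSO wells for no effect and EDTA-quenched wells as full inhibition for full effect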
# bIAP act: bovine intestinal alkaline phosphatase activators, primary screen, biochemical, bovine IAP, CDP-star luminescence. purified bovine IAP, 30 min; hits give high values; fold of DMSO-control signal, blank-subtracted. activation factor at 20 µM. 0.17% of 200,000 active. AID 1016, 2008;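 active = activation factor of 2 or more at 20 µM, a signal rise over negative controls twice the positive control's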
# PPARg SRC2 recr: agonists of PPARg-SRC-2 recruitment, primary screen, biochemical, HTS | PPARgamma LBD-SRC-2 recruitment | activation, % at 8 µM | 0.34% of 200,000 active | Peroxisome proliferator-activated receptor gamma (Homo sapiens), P37231; in the data active = activation above about 22%;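 note: 0% = vehicle and 100% = reference agonist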
# PPARg SRC-3 ag: PPARgamma agonists recruiting SRC-3 coactivator, primary screen, biochemical | Peroxisome proliferator-activated receptor gamma (Homo sapiens), P37231 | biochemical PPARgamma/SRC-3 coactivator recruitment assay | activation, % at 8 µM | 0.26% of 200,000 active | AID 731, 2007; in the data active = activation above about 23%;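 note: 0% = DMSO and 100% = reference agonist; some compounds past the cut are filed as inactive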
# TNAP inh no acc: human TNAP enzyme inhibitors, primary screen, biochemical, luminescent, no phosphate acceptor, uHTS | purified TNAP, CDP-star luminescence, 30 min | inhibition, % at 20 µM | 0.26% of 200,000 active | AID 1012, 2008;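 active = tissue-nonspecific alkaline phosphatase inhibition above about 50% at 20 µM in the single-dose screen, limit read from the data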;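 note: 0% = DMSO negative control and 100% = EDTA positive control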
# TR-FRET SRC-2 ct: TR-FRET signal artefacts, primary screen, artefact control for PPARgamma SRC-2 agonist project, biochemical | TR-FRET artefact counter-screen; hits give high values | AID 1049, 2008 | 0.4% of 200,000 active | TR-FRET ratio at 8 µM; in the data active = TR-FRET ratio above about 2000; note: inactives centre near 1500
# * = called active by the depositor.
# Values run as follows: bIAP act	PPARg SRC2 recr	TNAP inh no acc	TNAP act hiacc	bIAP inhibitor	PPARg SRC1 recr	PPARg SRC-3 ag	Efa HMGR inh	TR-FRET SRC-2 ct	TNAP inh hi DEA
1: COC(=O)C(C)Sc1nc(NCc2ccccc2)nc(N(C)C)n1 (centres undefined)
 : 1	-5.0	-9.9	1	0.9	-1.1	-6.8	-0.3	1297	-3.0
2: O=C(N/N=C/c1cn[nH]c1-c1ccc(F)cc1)c1ccncc1
 : 1	1.6	-24.3	1	-1.9	12.1	5.9	-1.7	1584	1.9
3: Cn1nnnc1-c1cc(Br)ccc1NC(=O)c1ccccc1
 : 1.1	-0.8	-9.3	1	-5.2	0.4	-3.1	-1.8	1570	-2.4
4: C=C(C)C(=O)Nc1cccc(C(C)=O)c1
 : 1	6.7	-13.6	1	-2.9	-2.1	12.3	-2.4	1598	-4.0
5: CCCCn1c(N)c(NCC(C)C)c(=O)[nH]c1=O
 : 1.5	1.3	4.8	1	-49.0	-1.6	1.5	-0.4	1516	-3.6
6: COc1nc(N)c(S(=O)(=O)c2ccc(C)cc2)cc1C#N
 : 0.8	3.3	-8.2	1	22.0	4.1	7.6	0.2	1718	1.2
7: COc1ccccc1N1CCN(C(=O)c2c(-c3ccccc3Cl)noc2C)CC1
 : 1.1	3.0	-5.4	1	-7.5	3.4	16.1	-1.1	1545	0.8
8: COC(=O)c1cc(OC)c(OC)cc1NCC(=O)Nc1cccc(C(F)(F)F)c1
 : 1	-1.7	-16.5	1	-2.8	1.8	0.7	-0.2	1327	0.2
9: CCCCOc1ccc(C(=O)N/C(=C/C=C/c2ccccc2)C(=O)NCCO)cc1
 : 1	11.6	-17.4	1	-0.9	5.3	6.5	-0.3	1627	1.0
10: COc1ccc(CC(=O)NCc2nnc(SCC(=O)Nc3nccs3)n2C)cc1
 : 1.2	7.0	-3.5	1	-18.4	-6.0	2.0	-3.0	1591	-1.3
11: CCOc1ccccc1NC(=O)CCSc1nc2n[nH]c(C)c2c(=N)n1-c1ccccc1Cl
 : 1.2	4.4	-16.0	1	-15.4	10.2	3.5	-1.3	1657	0.2
12: COc1cc(OC)c(C2CC(=O)N3CN(C)CSC3=C2C#N)cc1OC (centres undefined)
 : 1	-6.4	-14.4	1	4.2	4.7	9.7	0.3	1571	-1.5
13: O=C(CCc1ccccc1)C(=O)N1CCCC(C(=O)c2cccc(Cl)c2)C1 (centres undefined)
 : 1	6.1	-2.7	1	-3.5	4.4	1.9	-1.8	1626	-1.4
14: O=C(NCCCN1CCOCC1)c1cc(-c2ccccc2)on1
 : 0.9	-5.8	-8.0	1	14.0	-2.2	-5.0	-0.2	1352	-2.4
15: COc1ccc(CCNc2nc(C)nc3c2oc2ccccc23)cc1OC
 : 1.2	13.8	-0.2	1.1	-15.6	-5.4	5.4	-9.1	1748	-9.5

# The closing 2 compounds of the part before lead into the next.
# Values run as follows: bIAP act	PPARg SRC2 recr	TNAP inh no acc	TNAP act hiacc	bIAP inhibitor	PPARg SRC1 recr	PPARg SRC-3 ag	Efa HMGR inh	TR-FRET SRC-2 ct	TNAP inh hi DEA
14: O=C(NCCCN1CCOCC1)c1cc(-c2ccccc2)on1
 : 0.9	-5.8	-8.0	1	14.0	-2.2	-5.0	-0.2	1352	-2.4
15: COc1ccc(CCNc2nc(C)nc3c2oc2ccccc23)cc1OC
 : 1.2	13.8	-0.2	1.1	-15.6	-5.4	5.4	-9.1	1748	-9.5
16: CC12CCC(C/C1=N\N=C1\NC(=O)/C(=C\c3ccc(Cl)cc3)S1)C2(C)C (centres undefined)
 : 0.9	-6.2	-7.4	1	5.8	-7.1	1.2	-2.3	1503	1.1
17: CCOC(=O)N1CCC(NS(=O)(=O)c2ccc3c(c2)OCC(=O)N3)CC1
 : 1	3.5	-13.0	1.1	2.3	3.0	-4.7	-0.8	1507	-6.1
18: COc1cccc(Nc2nc3ccccc3nc2-n2nc(C)cc2C)c1
 : 0.9	14.9	4.0	1.1	7.6	0.1	-2.3	1.8	1572	-7.7
19: CC(C)Cn1c2c(c(O)c(C(=O)Nn3c(Cc4ccccc4)nc4ccccc4c3=O)c1=O)CCCC2
 : 0.9	-5.6	-7.3	1.1	10.7	6.2	0.8	-2.1	1745	-8.4
20: Cc1ccc(NC(=O)CN2C(=O)N/C(=C/c3ccc(N4CCOCC4)cc3)C2=O)cc1
 : 1.4	-3.2	-11.1	1	-39.4	4.9	3.7	-5.9	1668	2.1
21: CCNC(=S)Nc1cccc(F)c1C
 : 1.1	13.8	-10.9	1	-5.5	6.8	0.4	2.0	1622	-0.9
22: O=C1c2cccc3cccc(c23)C(=O)N1/N=C/c1ccc(O)cc1O
 : 0.9	1.3	-33.5	1	11.2	4.5	7.3	-1.7	1576	0.7
23: O=C(COc1ccc(Cl)cc1Cl)NC(=S)N1CCCc2ccccc21
 : 0.7	-0.3	0.7	1.1	25.4	2.8	-0.5	-4.5	1522	-9.0
24: O=C(Nc1ccc(S(=O)(=O)N2CCCC2)cc1)c1ccc(CN2CCOCC2)cc1
 : 1	-2.4	-5.2	1.1	2.8	2.9	1.0	2.7	1552	-5.4
25: c1ccc(-c2nn3c(-c4ccco4)nnc3s2)nc1
 : 1	5.0	-8.6	1.1	2.4	7.3	7.0	-2.3	1539	-5.5
26: C/C(=N\OCC(=O)Nc1ccc(OC(F)(F)F)cc1)c1ccc2c(c1)OCCO2
 : 1	4.9	-12.2	1.1	2.0	-1.6	0.1	0.1	1462	-6.6
27: CC1CCCN(Cc2c(O)ccc3c2O/C(=C\c2ccco2)C3=O)C1 (centres undefined)
 : 1	12.5	7.0	0.9	3.7	3.0	-0.5	-1.2	1695	7.3
28: C=CC[n+]1ccc2ccccc2c1C
 : 1	8.3	5.6	1	-3.4	4.6	4.0	5.4	1640	-0.9
29: COc1ccc2[nH]cc(C(=O)CN3CCC(C)CC3)c2c1
 : 1	-1.8	-7.5	1	-0.1	-1.7	-2.3	-0.4	1461	-0.9
30: COc1cc(/C=N/NC(=O)c2ccncc2)ccc1OCc1cnc(Cl)s1
 : 1	-4.9	-6.3	1	-2.7	-5.7	-0.6	5.7	1515	-3.4
31: O=c1cc(N2CCN(c3ccccc3)CC2)[nH]c(=O)n1Cc1ccc(F)cc1
 : 1	-1.6	-16.2	1.1	1.9	0.2	7.3	-0.5	1381	-5.2
32: Cn1c(=O)c2c(ncn2CC(=O)OCC(=O)NCc2ccc(Cl)cc2)n(C)c1=O
 : 0.7	8.0	-8.3	1	32.9	0.7	-1.2	-2.0	1504	-3.4
33: COc1ccc(CNC(=O)C/C(C)=N/NC(=O)c2ccc([N+](=O)[O-])cc2Cl)cc1
 : 1	-3.7	-4.6	1	0.5	-9.4	-2.3	-7.2	1310	-0.9
34: Cc1cc(=O)oc(C)c1C(=O)NCc1ccccc1
 : 1	-10.2	-7.8	1	-0.7	-3.5	-2.2	0.2	1397	-3.9
35: Cc1cccc(-n2nc(C)cc2N)c1
 : 1	10.2	-9.8	1	0.8	0.0	-5.9	-21.4	1689	1.0
36: C/C(=N\N1CCN(C)CC1)c1ccc(OC(F)F)cc1
 : 1	5.8	-12.7	1.1	-2.5	0.6	2.5	-3.6	1729	-5.3
37: COc1cccc(O[C@@H]2O[C@@H]3COC(C)(C)O[C@H]3[C@H](O)[C@H]2NC(C)=O)c1
 : 1	-3.9	-2.6	1	-0.9	7.9	9.8	10.0*	1498	0.9
38: CC(C)OCCCNC(=O)C(=O)NCCCOC(C)C
 : 1.1	-1.4	-5.1	1	-6.8	10.2	9.3	-3.4	1471	0.4
39: O=C(NCc1ccc(Cl)cc1)c1cnn2ccccc12
 : 0.9	-5.1	-10.8	1	10.3	2.4	-0.6	-1.1	1593	-2.6
40: Fc1ccc(Nc2cccc3nccnc23)cc1
 : 1	4.6	0.5	0.9	0.0	8.5	8.8	3.8	1602	6.9
41: Cc1ccccc1-c1nnc(-c2ccccc2)o1
 : 0.8	-1.3	-9.4	1	22.8	-0.6	-3.4	-6.1	1535	-3.5
42: O=C(COC(=O)CNC(=O)c1ccc(Br)cc1)NCCC1=CCCCC1
 : 0.9	9.8	-12.1	1	5.2	-1.7	6.5	-1.4	1665	1.1
43: CCn1nc(NS(=O)(=O)c2ccccc2)c2cc3cccc(C)c3nc21
 : 0.9	2.5	-2.8	1	5.2	-0.9	-6.5	-3.7	1447	-1.9
44: CCc1ccc(/C=N/NC(=O)C(=O)NCCCN2CCOCC2)cc1
 : 1.4	5.7	4.4	1.1	-43.3	3.9	-1.8	-5.3	1392	-5.7
45: O=C(Nc1nc(-c2ccccn2)cs1)C1CC1
 : 1.2	0.9	-17.7	1	-19.0	-5.3	2.9	0.7	1533	-4.7
46: Cc1cccc2nc(CSC(=N)N)c(Br)n12
 : 1	1.1	43.7	0.9	2.6	-1.0	0.0	-1.3	1554	7.8
47: CC1CCN(C(=O)Cn2c(=O)oc3ccccc32)CC1
 : 0.9	3.8	-5.5	1	6.0	5.6	-4.0	-1.2	1698	0.7
48: CCC(Oc1ccccc1)C(=O)Nc1nnc(C)s1 (centres undefined)
 : 0.9	-1.4	-9.4	1	5.6	-2.1	-25.2	4.8	1611	-4.5
49: COc1ccc(OC)c(NC(=O)COC(=O)CNC(=O)c2ccc(OC)c(OC)c2)c1
 : 1	10.8	-15.1	1	-1.4	2.5	-4.3	-3.3	1645	-2.6
50: CC(=O)C1=C(O)C(=O)N(Cc2cccnc2)C1c1ccc(O)cc1 (centres undefined)
 : 1.1	7.9	-3.5	1.1	-6.7	1.0	-0.4	-6.1	1550	-5.3
51: Cn1c(=O)c2c(nc(CN3CCN(CCO)CC3)n2CCc2ccccc2)n(C)c1=O
 : 1	9.7	-5.1	1	1.8	-1.2	6.3	-1.6	1567	-4.2
52: Cc1cc(N2CCCC2)c(C)cc1C=O
 : 0.8	1.9	3.9	1	15.7	1.0	-0.7	-6.0	1553	1.7
53: C=CCn1c(SCc2ccc(Cl)cc2)nc2c1c(=O)[nH]c(=O)n2C
 : 1	0.2	-4.2	1.1	3.1	-0.3	5.6	-6.3	1501	-9.4
54: O=C(C1Cc2ccccc2CN1S(=O)(=O)c1cccs1)N1CCCCC1 (centres undefined)
 : 0.9	-6.8	-8.0	1	12.9	-4.3	-1.3	-2.9	1542	-3.2
55: CCN(CC)c1nc(N)c([N+](=O)[O-])c(NCCO)n1
 : 1	-9.3	3.1	1	2.8	6.7	-3.2	0.3	1421	-0.4
56: COCCn1c(CN2CCc3ccccc3C2)nc2c1c(=O)n(C)c(=O)n2C
 : 1	-2.5	-8.8	1	1.3	-0.8	2.5	0.6	1521	-0.1
57: Cn1ccnc1Sc1cc(Cl)ccc1[N+](=O)[O-]
 : 1	1.8	7.9	1	-1.7	4.7	2.5	-5.6	1636	3.5
